Growth percent in the NCI-60 one-dose screen (48 h, 10 µM unless noted): 100 = growth as untreated, 0 = no growth, -100 = all killed.
A498 – A498 renal cancer cells; actives 5.4% (n = 76,000); AID 1794774
ACHN – ACHN renal cancer; actives 4.9% (n = 81,000); AID 1794771
UO-31 – UO-31 renal cancer | actives 5.2% (n = 81,000) | AID 1794768
786-0 – 786-0 renal cancer cells. actives 5.1% (n = 81,000). AID 1794775
SN12C – SN12C renal cancer cells. AID 1794767. actives 3.8% (n = 81,000)
TK-10 – TK-10 renal cancer cells. actives 3.9% (n = 81,000). AID 1794769
RXF 393 – RXF 393 renal cancer cells | actives 6.9% (n = 77,000)
CAKI-1 – CAKI-1 renal cancer; actives 4.7% (n = 75,000); AID 1794772
An asterisk follows results filed as active. Rule for the calls: active = growth percent below 10; inactive = the rest. Compounds as they come. Share with any hit: about 10%.

How did Nc1cc(-c2ccc3c(c2)OCCO3)nn1-c1nc2ccccc2[nH]1 do in these assays?
A498: 108; ACHN: 102; UO-31: 87; 786-0: 96; SN12C: 104; TK-10: 132; RXF 393: 108; CAKI-1: 86

Results for CN(C)c1nc(N)c(N=O)c(N)n1 ?
A498: 76; ACHN: 109; UO-31: 101; 786-0: 106; SN12C: 110; TK-10: 110; RXF 393: 118; CAKI-1: 103

Results for O=C(C(=O)N1CCCC1)c1ccc(OC2OC(COCc3ccccc3)C(OCc3ccccc3)C(OCc3ccccc3)C2OCc2ccccc2)cc1 (configuration not stated) ?
ACHN: 98; UO-31: 99; 786-0: 96; SN12C: 93; TK-10: 101; CAKI-1: 97

What do the screens show for `CCn1c(Sc2nnc(NC(=O)CN3CCCCC3)s2)nc2c1c(=O)n(C)c(=O)n2C`?
ACHN: 105; UO-31: 84; 786-0: 105; SN12C: 100; TK-10: 103; RXF 393: 110; CAKI-1: 96

How did Cc1cn2[nH]c(NN)nc2n1 do in these assays?
A498: 96; ACHN: 100; UO-31: 80; 786-0: 103; SN12C: 95; TK-10: 103; RXF 393: 109; CAKI-1: 89

What do the screens show for `c1coc(-c2cc3nc(N4CCOCC4)nc(-c4cccs4)n3n2)c1`?
A498: 62; ACHN: 91; UO-31: 71; 786-0: 84; SN12C: 88; TK-10: 59; RXF 393: 92; CAKI-1: 90

How did CC(CN(C)C)OC(=O)Nc1ccccc1 (configuration not stated) do in these assays?
A498: 78; ACHN: 104; UO-31: 85; 786-0: 96; SN12C: 105; TK-10: 92; RXF 393: 115; CAKI-1: 102

Results for N#C/C(=C\c1ccc(Cl)cc1)C(=O)c1ccccc1 ?
A498: 104; ACHN: 109; UO-31: 93; 786-0: 105; SN12C: 96; TK-10: 106; RXF 393: 102; CAKI-1: 101

What do the screens show for `CCOC(=O)N1CCN(C(=S)Nc2ccccc2)CC1`?
ACHN: 100; UO-31: 98; 786-0: 109; SN12C: 98; TK-10: 115; RXF 393: 104; CAKI-1: 103

How did CCCCn1c(=O)c(/C=C/c2cc(/C=C/c3cc4cc(OC)ccc4n(CCCC)c3=O)n(-c3ccccc3)n2)cc2cc(OC)ccc21 do in these assays?
A498: 92; ACHN: 97; UO-31: 81; 786-0: 97; SN12C: 100; TK-10: 99; RXF 393: 113; CAKI-1: 85

Results for CC(C)(C)n1cc(-c2ccnc(NCCNS(=O)(=O)c3ccc(F)cc3)c2)c(-c2ccccc2)n1 ?
A498: 33; ACHN: 101; UO-31: 67; 786-0: 87; SN12C: 98; TK-10: 118; RXF 393: 86; CAKI-1: 89

Results for Cc1cc(Cl)c(N)c([N+](=O)[O-])c1 ?
A498: 91; ACHN: 98; UO-31: 97; 786-0: 99; SN12C: 101; TK-10: 87; RXF 393: 123; CAKI-1: 96

What do the screens show for `C=CN(C)S(C)(=O)=O`?
A498: 105; ACHN: 40; UO-31: 18; 786-0: 40; SN12C: 42; TK-10: 53; RXF 393: -9.3*; CAKI-1: -7.9*

What do the screens show for `COc1cc(C2CC(=O)Nc3cc(O)ccc32)cc(OC)c1OC` (configuration not stated)?
A498: 118; ACHN: 116; UO-31: 86; 786-0: 88; SN12C: 106; TK-10: 88; CAKI-1: 96

What do the screens show for `COC(=O)[C@@H](Cc1ccc(O)cc1)n1cc(COC(=O)c2cccc3c(=O)c4ccccc4n(Cc4cn([C@H](Cc5ccc(O)cc5)C(=O)OC)nn4)c23)nn1`?
A498: 78; ACHN: 98; UO-31: 83; 786-0: 97; SN12C: 98; TK-10: 109; RXF 393: 98; CAKI-1: 97

5 neighbouring records already listed, quoted:
Results for CC(C)(C)n1cc(-c2ccnc(NCCNS(=O)(=O)c3ccc(F)cc3)c2)c(-c2ccccc2)n1 ?
A498: 33; ACHN: 101; UO-31: 67; 786-0: 87; SN12C: 98; TK-10: 118; RXF 393: 86; CAKI-1: 89

Results for Cc1cc(Cl)c(N)c([N+](=O)[O-])c1 ?
A498: 91; ACHN: 98; UO-31: 97; 786-0: 99; SN12C: 101; TK-10: 87; RXF 393: 123; CAKI-1: 96

What do the screens show for `C=CN(C)S(C)(=O)=O`?
A498: 105; ACHN: 40; UO-31: 18; 786-0: 40; SN12C: 42; TK-10: 53; RXF 393: -9.3*; CAKI-1: -7.9*

What do the screens show for `COc1cc(C2CC(=O)Nc3cc(O)ccc32)cc(OC)c1OC` (configuration not stated)?
A498: 118; ACHN: 116; UO-31: 86; 786-0: 88; SN12C: 106; TK-10: 88; CAKI-1: 96

What do the screens show for `COC(=O)[C@@H](Cc1ccc(O)cc1)n1cc(COC(=O)c2cccc3c(=O)c4ccccc4n(Cc4cn([C@H](Cc5ccc(O)cc5)C(=O)OC)nn4)c23)nn1`?
A498: 78; ACHN: 98; UO-31: 83; 786-0: 97; SN12C: 98; TK-10: 109; RXF 393: 98; CAKI-1: 97

Back to the main list, starting 2 compounds before the break.
What do the screens show for `COc1cc(C2CC(=O)Nc3cc(O)ccc32)cc(OC)c1OC` (configuration not stated)?
A498: 118; ACHN: 116; UO-31: 86; 786-0: 88; SN12C: 106; TK-10: 88; CAKI-1: 96

What do the screens show for `COC(=O)[C@@H](Cc1ccc(O)cc1)n1cc(COC(=O)c2cccc3c(=O)c4ccccc4n(Cc4cn([C@H](Cc5ccc(O)cc5)C(=O)OC)nn4)c23)nn1`?
A498: 78; ACHN: 98; UO-31: 83; 786-0: 97; SN12C: 98; TK-10: 109; RXF 393: 98; CAKI-1: 97

How did COc1ccc(-c2nc3ccc(-c4nnc(SCC(=O)Nc5ccc(C(=O)/C=C/c6cc(OC)c(OC)c(OC)c6)cc5)o4)cc3[nH]2)cc1 do in these assays?
A498: 131; ACHN: 95; UO-31: 80; 786-0: 72; SN12C: 90; TK-10: 118; RXF 393: 45; CAKI-1: 110

How did O=C(CNCCCCCNCC(=O)OC1CCCCC1)OC1CCCCC1 do in these assays?
A498: 132; ACHN: 119; UO-31: 96; 786-0: 108; SN12C: 103; TK-10: 105; RXF 393: 137; CAKI-1: 106

What do the screens show for `O=C(Nc1ccc(N2CCNCC2)cc1)c1[nH]ncc1Nc1cc(Oc2ccccc2)ncn1`?
A498: 41; ACHN: -99*; UO-31: -13*; 786-0: 2.2*; SN12C: 2.5*; TK-10: 50; RXF 393: -89*; CAKI-1: 18

How did CC1=C(C)C(=O)C(N2CCC3(CC2)OCCO3)=CC1=O do in these assays?
A498: 155; ACHN: 100; UO-31: 80; 786-0: 111; SN12C: 98; TK-10: 153; RXF 393: 123; CAKI-1: 85

Results for C=CN1C(=O)NC(C)(CC(C)C)C1=O (configuration not stated) ?
ACHN: 110; UO-31: 89; 786-0: 100; SN12C: 108; TK-10: 108; RXF 393: 120

Results for c1ccc(CNc2c3ccccc3nc3ccccc23)cc1 ?
A498: 17; ACHN: 18; UO-31: 24; 786-0: 34; SN12C: 37; TK-10: 49; RXF 393: 42; CAKI-1: 33

What do the screens show for `COc1ccc(C(=O)CCC(=O)O)c2ccccc12`?
A498: 87; ACHN: 97; UO-31: 94; 786-0: 94; SN12C: 102; TK-10: 132; RXF 393: 93; CAKI-1: 84

What do the screens show for `COc1ccc(-c2nc3sc4cc(OC)ccc4n3c2-c2nc3ccc(Cl)cc3[nH]2)cc1`?
A498: 87; ACHN: 84; UO-31: 90; 786-0: 107; SN12C: 91; TK-10: 101; RXF 393: 98; CAKI-1: 94

What do the screens show for `Cc1cc(C)n(Cc2ccccc2)c(=O)c1C#N`?
A498: 107; ACHN: 107; UO-31: 84; 786-0: 99; SN12C: 98; TK-10: 95; RXF 393: 129; CAKI-1: 94

How did Cc1ccc(-c2csc3nc(-n4nc(C)cc4C)cn23)cc1 do in these assays?
A498: 103; ACHN: 91; UO-31: 94; 786-0: 105; SN12C: 98; TK-10: 141; RXF 393: 105; CAKI-1: 84

Results for CCOc1ccc(C(=O)CCC(=O)O)c(C)c1 ?
A498: 109; ACHN: 111; UO-31: 79; SN12C: 100; TK-10: 100; RXF 393: 107; CAKI-1: 96

How did COc1cc(OCc2cccc(Br)c2C)cc(OC)c1C=O do in these assays?
A498: -89*; ACHN: 91; UO-31: 72; 786-0: 79; SN12C: 77; TK-10: 45; RXF 393: 75; CAKI-1: 24

Results for COc1cc(/C=N/n2c(C)nc3c(c(C)nn3-c3ccccc3)c2=O)ccc1O ?
A498: 79; ACHN: 95; UO-31: 83; 786-0: 105; SN12C: 95; TK-10: 119; RXF 393: 98; CAKI-1: 88

Results for CCOC(=O)c1c(-c2ccc(OC)cc2)c(C#N)c(=O)n(-c2cccc(C(F)(F)F)c2)c1N ?
A498: 94; ACHN: 100; UO-31: 74; 786-0: 101; SN12C: 94; TK-10: 70; RXF 393: 101; CAKI-1: 86

What do the screens show for `Cc1ccc(S(=O)(=O)NC(=O)O/N=C/c2ccc3c(c2)OCO3)cc1`?
A498: 103; ACHN: 108; UO-31: 90; 786-0: 103; SN12C: 103; TK-10: 108; RXF 393: 118; CAKI-1: 100

What do the screens show for `O=[N+]([O-])c1cccc(Cl)c1`?
A498: 85; ACHN: 106; UO-31: 99; 786-0: 105; SN12C: 96; TK-10: 98; RXF 393: 119; CAKI-1: 86

What do the screens show for `O=c1ccc(-c2ccccc2)nn1Cc1nc(-c2ncccn2)no1`?
A498: 107; ACHN: 105; UO-31: 88; 786-0: 101; SN12C: 105; RXF 393: 110; CAKI-1: 96

Results for COC1=C[C@@]23CCC(=O)N2CCc2cc4c(cc2[C@H]3[C@H]1OC(=O)CCCC(C)C)OCO4 ?
A498: 106; ACHN: 101; UO-31: 72; 786-0: 106; SN12C: 123; TK-10: 113; CAKI-1: 92

Results for CCOc1ccc(N2C(=O)C(C)CNC2=S)cc1 (configuration not stated) ?
A498: 103; ACHN: 106; UO-31: 95; 786-0: 100; SN12C: 101; TK-10: 112; RXF 393: 102; CAKI-1: 100

What do the screens show for `Brc1c2cccnc2n2nnc3ccccc3c12`?
A498: 81; ACHN: 56; UO-31: 41; 786-0: 57; SN12C: 76; TK-10: 103; RXF 393: 10

How did O=[N+]([O-])c1cc(F)ccc1Nc1cc(F)cc(F)c1 do in these assays?
A498: 99; ACHN: 96; UO-31: 84; 786-0: 100; SN12C: 90; TK-10: 96; RXF 393: 113; CAKI-1: 91

What do the screens show for `COc1cc(CNC(=O)c2cc(OC)c(OC)c(OC)c2)ccc1OCC(=O)NO`?
ACHN: 100; UO-31: 91; 786-0: 102; SN12C: 99; TK-10: 104; RXF 393: 116; CAKI-1: 92

What do the screens show for `C=CCOCCN(CC)CC`?
A498: 93; ACHN: 98; UO-31: 97; 786-0: 99; SN12C: 99; TK-10: 101; RXF 393: 136; CAKI-1: 86

What do the screens show for `CC1=CN2C(=NC(c3ccc(Cl)c(Cl)c3)=CC2c2ccc(Cl)cc2)S1` (configuration not stated)?
A498: 90; ACHN: 111; UO-31: 95; 786-0: 91; SN12C: 102; TK-10: 81; RXF 393: 102

What do the screens show for `CCCC(=O)OCC(COC(=O)CCC)OC(=O)CCC`?
A498: 104; ACHN: 108; UO-31: 87; 786-0: 102; SN12C: 97; TK-10: 99; RXF 393: 110; CAKI-1: 95

What do the screens show for `COc1cccc(C2SCC(=O)N2n2cnnc2)c1` (configuration not stated)?
A498: 106; ACHN: 109; UO-31: 98; 786-0: 103; SN12C: 101; TK-10: 102; RXF 393: 109; CAKI-1: 100

What do the screens show for `CCCCC(O)Cn1ncc(C(=O)OCC)c1NC(=O)Nc1cccc(C(F)(F)F)c1` (configuration not stated)?
ACHN: 29; UO-31: 33; 786-0: 85; SN12C: 56; TK-10: 70; RXF 393: 87; CAKI-1: 36

How did NC(=O)c1ccccc1NC(=O)c1ccccc1Cl do in these assays?
A498: 98; ACHN: 104; UO-31: 83; 786-0: 102; SN12C: 101; TK-10: 141; RXF 393: 82; CAKI-1: 98

How did CCC(C(=O)O)N1C(=O)/C(=C/c2ccc(O)c(O)c2)SC1=S (configuration not stated) do in these assays?
A498: 113; ACHN: 102; UO-31: 85; 786-0: 94; SN12C: 97; RXF 393: 110; CAKI-1: 94

What do the screens show for `COc1cc(OC)c2cc(C(=O)c3cccc4ccccc34)c(=O)oc2c1`?
A498: 90; ACHN: 89; UO-31: 87; 786-0: 92; SN12C: 76; TK-10: 75; CAKI-1: 96

How did CC(C)COC(=O)COC(=O)OCCOCCOC(=O)OCC(=O)OCC(C)C do in these assays?
A498: 100; ACHN: 96; UO-31: 90; 786-0: 103; SN12C: 98; TK-10: 92; RXF 393: 103; CAKI-1: 116

What do the screens show for `O=C(NCc1ccccc1)/C(=C/c1ccccc1[N+](=O)[O-])CC(=O)c1ccc(Cl)c(Cl)c1`?
A498: 105; ACHN: 92; UO-31: 67; 786-0: 91; SN12C: 90; TK-10: 109; RXF 393: 104; CAKI-1: 83

What do the screens show for `CC(C)CCNC(C)C(C)OC(=O)c1ccccc1` (configuration not stated)?
A498: 110; ACHN: 103; UO-31: 84; 786-0: 94; SN12C: 110; TK-10: 106; RXF 393: 114; CAKI-1: 91

How did CCOC(=O)c1ccc2n1CCc1cnc(NC(C)=O)nc1-2 do in these assays?
A498: 85; ACHN: 102; UO-31: 91; 786-0: 94; SN12C: 103; TK-10: 105; RXF 393: 103; CAKI-1: 95

How did CC(C)=NNC(N)=O do in these assays?
A498: 101; ACHN: 100; UO-31: 94; 786-0: 101; SN12C: 102; TK-10: 98; RXF 393: 95; CAKI-1: 96

Results for FC(F)(F)c1ccc2c(c1)n1cnnc1c1nncn21 ?
A498: 95; ACHN: 112; UO-31: 88; 786-0: 101; SN12C: 106; TK-10: 100; RXF 393: 104; CAKI-1: 97

Results for OCC(O)CS (configuration not stated) ?
A498: 100; ACHN: 106; UO-31: 94; 786-0: 106; SN12C: 117; TK-10: 90; RXF 393: 114; CAKI-1: 106

Results for CCCCCCCCCCN1CC2CCCCC2C1 (configuration not stated) ?
ACHN: 80; UO-31: 65; 786-0: 87; SN12C: 76; TK-10: 81; RXF 393: 78

Compound activity from PubChem BioAssay.
